Lipid storage S3: qHTS Assay for Lipid Storage Modulators in Drosophila S3 Cells; Drosophila S3 cells, BODIPY lipid droplet fluorescence, 18-24 h; cells fed with added oleic acid; Potency in µM for hits, for the others lipid storage change, negative = inhibition, % at the top dose, mostly 46.1 µM; 320,000 compounds, 0.64% hits; active means well fitted inhibition curve with a large enough effect in the signal ratio, with a control signal flat, not every such curve was filed as active; inconclusive means small, poorly fitted or top-dose-only effect, or effect the other way, or a change in a side signal; the % refers to the signal ratio
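Drosophila S3 cells got compounds at several concentrations plus oleic acid (400 uM solution). Laser-scanning cytometry with 488 nm excitation read lipid droplets at 500-530 nm and cells at 575-640 nm. Percent activity was relative to 20 uM Triacsin C.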
Lipid storage S3 cell count max: further read-out of Lipid storage S3, marked with its call; cell number change, %; measured here: cell count max response;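 cells counted by Cell Tracker Red CMTPX staining in the red channel; peak over a dose series mostly up to 46.1 µM; percent activity relative to internal control wells on each plate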
The depositor's hits bear a star; i = inactive; u = inconclusive; x = not tested or not shown. On the % scale 0 is the no-effect control and ±100 the full control effect; potency means the concentration at half of the fitted maximal effect.

A first look (7 entries):
Lipid storage S3 cell count max | Lipid storage S3 | smiles
x | u | OCCCCC#Cc1c(-c2ccsc2)sc2ccccc12
x | u | CCOC(=O)N1CCN(C(=O)CNC(=O)c2ccc(Br)o2)CC1
x | u | COc1ccc(C(=O)NCCN2CCN(C(=O)c3ccc(OC)cc3)CC2)cc1
x | u | Nn1cnc2scc(-c3ccc(Cl)cc3)c2c1=O
x | u | Cc1ccc(NS(=O)(=O)c2ccc3c(c2)NC(=O)CO3)cc1Cl
0 | 11% | Brc1ccc(-c2ccc(/C=N/Nc3nc(N4CCOCC4)nc(N4CCOCC4)n3)o2)cc1
x | u | Cc1ccccc1-c1n[nH]c(=S)o1

The list itself, from the start:
Lipid storage S3 cell count max | Lipid storage S3 | smiles
x | u | OCCCCC#Cc1c(-c2ccsc2)sc2ccccc12
x | u | CCOC(=O)N1CCN(C(=O)CNC(=O)c2ccc(Br)o2)CC1
x | u | COc1ccc(C(=O)NCCN2CCN(C(=O)c3ccc(OC)cc3)CC2)cc1
x | u | Nn1cnc2scc(-c3ccc(Cl)cc3)c2c1=O
x | u | Cc1ccc(NS(=O)(=O)c2ccc3c(c2)NC(=O)CO3)cc1Cl
0 | 11% | Brc1ccc(-c2ccc(/C=N/Nc3nc(N4CCOCC4)nc(N4CCOCC4)n3)o2)cc1
x | u | Cc1ccccc1-c1n[nH]c(=S)o1
-23 | i | Cc1ccc(N(C)S(=O)(=O)c2cc(-c3cnc(C4CC4)o3)ccc2C)cc1
x | u | CCOC(=O)CC(=O)CSc1nnc2sc3ccccc3n12
x | u | S=C(NCCN1CCOCC1)Nc1ccc(-c2nc3ccccc3[nH]2)cc1
-16 | -1% | COc1ccc(C(CNC(=O)COc2ccccc2)N2CCCCC2)cc1 (stereo unspecified)
x | u | CCN(CC(=O)Nc1ccccc1OC)CC(=O)Nc1ccccc1C(F)(F)F
-20 | 12% | O=C(CCNc1cc(Cl)cc(Cl)c1)c1ccco1
14* | 18µM* | COc1ccc(N2C(=O)C3CCCN3C2=O)cc1 (stereo unspecified)
-27* | 7.3µM* | COC(=O)[C@@H](Cc1ccccc1)NC(=O)[C@H]1CCC(=O)N1C(=O)OCc1ccccc1
x | u | COc1ccccc1-n1cnc2cc(C(=O)NCCCN3CCOCC3)ccc21
9 | -1% | S=C(Nc1ccc(Nc2ccccc2)cc1)NN1CCOCC1
-26 | -29% | FC(F)(F)c1cc(-c2ccco2)nc(N2CCN(c3ccccc3)CC2)n1
x | u | CC(=O)c1c(C(=O)O)[nH]c(C(=O)O)c1C
16 | 9% | CCn1cc(C(=O)C(F)(F)F)c2ccccc21

Part of the list above in order of count of non-hydrogen atoms, falling:
Lipid storage S3 cell count max | Lipid storage S3 | smiles
0 | 11% | Brc1ccc(-c2ccc(/C=N/Nc3nc(N4CCOCC4)nc(N4CCOCC4)n3)o2)cc1
x | u | COc1ccccc1-n1cnc2cc(C(=O)NCCCN3CCOCC3)ccc21
9 | -1% | S=C(Nc1ccc(Nc2ccccc2)cc1)NN1CCOCC1

(list continues)
Lipid storage S3 cell count max | Lipid storage S3 | smiles
x | u | CCCCn1c(N)c(N(CCOC)C(=O)c2cccc(S(=O)(=O)N3CCCCCC3)c2)c(=O)[nH]c1=O
x | u | CCC1(C)N(O)C(C)(C)C(c2ccc(OC)cc2)=[N+]1[O-] (stereo unspecified)
x | u | Cc1ccc2c(CC(=O)O)coc2c1
-7 | i | CCCCSCCCNC(=O)c1cn(C)c2ccc(S(=O)(=O)N3CCCC3)cc2c1=O
-1 | 1% | COCCCNC(=O)CNC(=S)N(Cc1ccccc1)Cc1cccnc1
10 | 0% | N#CCC(=O)Nc1ccc(C(=O)NCC(c2ccco2)N2CCCCC2)cc1 (stereo unspecified)
-15 | i | CC(C)(C)C(=O)N1CCN(c2ccc([N+](=O)[O-])cc2-n2cccc2)CC1
x | 25% | COC(=O)c1ccc(S(=O)(=O)N2CCCN(Cc3cccc(Br)c3F)CC2)n1C
6 | 0% | O=S(=O)(NCC1NCCc2ccccc21)c1ccccc1 (stereo unspecified)
x | i | CCOc1ccc(C(C)=O)cc1Cn1c(=O)oc2ccccc21
x | u | COc1cccc(CSc2nc3sc(C)c(C)c3c(=O)n2Cc2ccco2)c1
4 | i | COc1ccc(N2CCN(C(=O)CC(NC(N)=O)c3cccc(Oc4ccccc4)c3)CC2)cc1 (stereo unspecified)
x | u | CCc1cc(Cn2nc(-c3ccccc3)cc2C(=O)NCc2cccs2)on1
x | u | Cc1nc2cccc(C(=O)NCc3ccccc3)c2o1
x | u | C=CCn1c(SCC(=O)NCc2ccco2)nc2sc3c(c2c1=O)CCC3
x | u | CCOC(=O)C(=O)N/N=C(/c1ccccc1)c1ccc(OC)cc1
-2 | 6% | COc1cccc(C2/C(=C(\O)c3c(C)nc4c(C)cccn34)C(=O)C(=O)N2CCCN(C)C)c1 (stereo unspecified)
2 | 18% | O=C(/C=C/c1c(F)cccc1Cl)NCc1ccc2c(c1)OCO2
-10 | -6% | CNc1nc(Sc2cccc(C(F)(F)F)c2)cc(C(F)(F)F)n1
22 | 10% | N/C(=N\OC(=O)C1CC1)c1ccc([N+](=O)[O-])s1

Random excerpt: 2 entries already listed
Lipid storage S3 cell count max | Lipid storage S3 | smiles
x | u | COc1ccc(C(=O)NCCN2CCN(C(=O)c3ccc(OC)cc3)CC2)cc1
-23 | i | Cc1ccc(N(C)S(=O)(=O)c2cc(-c3cnc(C4CC4)o3)ccc2C)cc1

Continuation:
Lipid storage S3 cell count max | Lipid storage S3 | smiles
x | u | CC(=O)Nc1ccc(N2CCCCC2)cc1
x | i | CCn1nc(C(=O)NCC(c2cccs2)N2CCOCC2)c2ccccc2c1=O (stereo unspecified)
x | u | COc1ccc(N(CC(=O)NCc2ccco2)S(=O)(=O)c2ccc(C)cc2)cc1
-12 | -5% | O=C(NCc1ccc(-c2csnn2)cc1)c1cc(Cl)cc(Cl)c1
x | u | C/C(=N\NC(=O)c1ccc(CSc2cccc3cccnc23)cc1)C1CCCCC1
x | u | CCOc1ccc(NC(=O)c2cccnc2Cl)c([N+](=O)[O-])c1
x | u | O=C(NCc1ccccc1CN1CCCC1)c1ccc(OCc2cscn2)cc1
9 | -7% | Cc1ccc(C(c2nnnn2CC2CCCO2)N2CCN(C)CC2)cc1 (stereo unspecified)
x | u | Cc1ccc(S(=O)(=O)N(C)C)cc1NC(=O)CN1C(=O)NC(Cc2c[nH]c3ccccc23)C1=O (stereo unspecified)
x | u | COc1ccc(Cl)cc1N(C(=O)c1ccco1)C(C(=O)NC1CCCC1)c1ccncc1 (stereo unspecified)
x | u | Cc1nc(N)sc1-c1csc(Nc2cccc(O)c2)n1
x | u | Cc1cccc(C(=O)C2CCN(S(=O)(=O)c3ccc(C(=O)O)cc3)CC2)c1
9 | 23% | Cc1ccc(-c2nnc(SCC(=O)N3CCCc4ccccc43)n2N)cc1
x | u | O=C(COC(=O)c1ccc(F)cc1)NCCc1ccc(F)cc1
4 | i | CC1CCCC(C)N1C(=O)Nc1cccc(Cl)c1 (stereo unspecified)
x | u | COc1ccc(NC(=O)C2C3C=CC4(O3)C2C(=O)N(CCN2CCCCC2)C4C(=O)NC2CCCCC2)cc1 (stereo unspecified)
x | u | CC1CC(C)CN(C(=O)C2CCCN(c3ncnc4c3nc3n4CCCCC3)C2)C1 (stereo unspecified)
x | u | Cc1ccc2c(c1)N(Cc1ccc3c(c1)OCO3)C(=O)C(C)O2 (stereo unspecified)
x | u | CCc1ccccc1NC(=O)C1CCN(C(=O)c2ccc([N+](=O)[O-])cc2)CC1
-6 | -2% | CC(C)Cc1cc(CN2CCCC(CO)(Cc3cccc(Cl)c3)C2)[nH]n1 (stereo unspecified)
x | u | Cc1[nH]c2ccccc2c1C(=O)CSc1ccc(F)cc1
x | u | COc1ccc(C2C=C(c3ccc(Br)s3)Nc3ncnn32)cc1OC (stereo unspecified)
-14 | -14% | Cn1c(SCC(=O)N2c3ccccc3Sc3ccc(Cl)cc32)nnc1-c1ccco1
x | u | COCC(C)NC(=S)NC(=O)c1cc(S(=O)(=O)N2CCOCC2)ccc1C (stereo unspecified)
x | u | O=C(Nc1ccc2c(c1)OCCO2)NC12CC3CC(CC(C3)C1)C2
x | u | COC(=O)C(Cc1ccc(O)cc1)NC(=O)CCNC(=O)c1ccco1 (stereo unspecified)
x | u | Cc1ccc(C2=NN(S(=O)(=O)c3ccccc3)C(c3ccco3)C2)cc1 (stereo unspecified)
-1 | i | Cc1ccc(CN2[C@@H](c3ccccc3)COCCS2(=O)=O)cc1
x | u | COCCNC(=S)N=Nc1c(O)[nH]c2c(C)cc(C)cc12
x | u | O=C(Nc1nc2ccsc2c(=O)s1)c1ccc(Cl)cc1
x | u | O=C(Nc1cccc(S(=O)(=O)N2CCOCC2)c1)C1CCN(S(=O)(=O)c2ccccc2)CC1
x | u | CCOC(=O)N1CCC(c2nc(C)sc2C(=O)O)CC1
x | u | Brc1ccc(CNc2ccc3ncccc3c2)cc1
x | u | COC(=O)c1ccc(CNC(=O)COC(=O)CCN2C(=O)C3CC=CCC3C2=O)cc1 (stereo unspecified)
x | u | COCC(=O)n1nc(-c2ccc(Cl)cc2)nc1NCc1ccc(F)cc1
x | u | O=C(C1CCCN(Cc2cccc(F)c2)C1)N1CCCCC1 (stereo unspecified)
x | u | CNC(=S)NNC(=O)c1sccc1OCc1ccc(Cl)cc1Cl
3 | 0% | Cc1ccccc1-c1nc(CS(=O)(=O)CC(=O)NCCCN2CCCC2=O)c(C)o1
x | u | Cc1ccc(NC(=O)CNC(=O)Cc2cccc3ccccc23)c(O)c1
7 | -1% | COc1ccc(CN(C(=O)/C=C/c2ccccc2Cl)C2CCS(=O)(=O)C2)cc1 (stereo unspecified)
x | u | Cc1ccc(CNC(=O)Cn2c(=O)c3sccc3n(Cc3ccc([N+](=O)[O-])cc3)c2=O)cc1
x | u | Cc1ccc(-n2cc(CNCCCn3cccn3)c(-c3cccc(C)c3)n2)cc1
17 | i | CCCCOc1cccc(C2(C(=O)O)CCCC2)c1
x | u | Cn1c(C(=O)NCCN2CCc3ccccc3C2)cc2c(=O)n(C)c3ccccc3c21
x | u | COc1ccc(-n2c(-c3ccc(OC)c(OC)c3)n[nH]c2=S)cc1
x | u | Cc1cc2n(n1)C(c1cn(-c3ccccc3)nc1C)Nc1ccccc1-2 (stereo unspecified)
-1 | 0% | COc1ccc(N/N=C(/C(C)=O)N2CCCc3ccccc32)cc1
x | u | COC(=O)c1ccc(COC(=O)C(NC(=O)Cc2ccccc2)C(C)C)cc1 (stereo unspecified)
x | u | NC(=O)CNC(=O)[C@@H]1CC2(CC(c3ccc(Cl)cc3)=NO2)CN1C(=O)c1ccc(Br)cc1 (stereo partly specified)
7.9* | 6.5µM* | Cc1oc(C(=O)O)cc1COc1cccc2cccnc12
4 | -1% | Cc1nc(N2CCOCC2)nc(N2CCN(c3ccccc3)CC2)c1[N+](=O)[O-]
x | u | CN(C)/C=N/C(=S)Nc1ccc(Cl)c(Cl)c1
2 | 8% | Cc1ccc2oc(=O)c3cnn(CC(=O)NCCN(C)C)c3c2c1
x | u | O=C(COc1cccc2c1CCN(Cc1ccc(Br)cc1)C2=O)NCc1ccco1
-8 | i | Cc1ccc(-c2nn(-c3ccccc3)c3[nH]c(=O)c(CNCCN(C)C)cc23)cc1
x | u | O=Nc1c(O)n(Cc2cccc(Cl)c2)c2ccccc12
x | u | CN1C(=O)[C@H]2[C@@H](c3ccc(F)cc3)N3C(=O)c4ccccc4NC(=O)[C@@]3(C)[C@H]2C1=O
-7 | i | CCN(CC)S(=O)(=O)c1ccc2oc(C(=O)NC(C)C)c(C)c2c1
x | u | COc1ccc(S(=O)(=O)N2CCCCCC2)cc1NC(=O)Cc1cc(OC)c(OC)c(OC)c1
-1 | 2% | Cc1ccc(S(=O)(=O)N2CCOCC2)cc1C(=O)NC(=S)N(Cc1ccccc1)C(C)C

(cont.)
Lipid storage S3 cell count max | Lipid storage S3 | smiles
14 | -4% | COc1cc(NC(=S)Nc2ccc(OC(F)F)cc2)cc(OC)c1
x | u | Cn1nc(CC(=O)NCCN2C(=O)CSC2=O)c2ccccc2c1=O
14 | 6% | Cc1ccc(S(=O)(=O)c2ccc(NC(=O)c3c(F)cccc3F)cc2)cc1
x | u | CC1=C(C(=O)Nc2cccc(C(=O)N3CCC(C(N)=O)CC3)c2)SCCO1
-4 | 10% | Cc1ccc(C(C(=O)NC2CCCCC2)N(CCC(C)C)C(=O)CNC(=O)c2ccco2)o1 (stereo unspecified)
22 | -10% | Cc1cc(NC(=O)CN2CCCC(C)C2)no1 (stereo unspecified)
18 | 11% | Cc1cccc2cc(CN(Cc3cccs3)C(=S)NCC3CCCO3)c(=O)[nH]c12 (stereo unspecified)
2 | -7% | COC(=O)[C@H](CCSC)NC(=O)NC1CC1
x | u | O=[N+]([O-])c1cc([N+](=O)[O-])c(Oc2cc(F)cc(F)c2)cc1NN1CCCCC1
-3 | -29% | O=C(Oc1cccnc1)c1cc(S(=O)(=O)N2CCCCC2)ccc1Cl
-35 | -29% | CC(C)c1ccc2c(c1)C(c1ccc(N3CCOCC3)cc1)=NNC(c1cccs1)=N2
x | u | CC1=C(C)CC(C(=O)NC2CCCC2)C(C(=O)O)C1 (stereo unspecified)
x | u | O=C(Nc1ccc(F)c([N+](=O)[O-])c1)C1CC(=O)N(Cc2ccccc2)C1 (stereo unspecified)
x | u | Cc1ccc(-c2cc(C(=O)N/N=C/c3c(C)nn(-c4ccccc4)c3C)[nH]n2)cc1
3 | 3% | COc1cccc(CC2(CO)CCCN(C/C=C/c3ccccc3OC)C2)c1 (stereo unspecified)

An excerpt. The share of hits here may be higher or lower than overall.
